# Screening data deposited in PubChem by several laboratories.
# bIAP inhibitor: intestinal alkaline phosphatase (bovine) inhibition; 190,000 tested, under 10 active; purified bovine IAP, CDP-star luminescence, 30 min; AID 1019; inhibition, % at 20 µM;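 active = over 50% inhibition of intestinal alkaline phosphatase at 20 µM in the single-dose screen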
#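 System: Purified bovine intestinal alkaline phosphatase (IAP) enzyme | Input: IAP diluted 1/65,000,000 in the well | Also added: CDP-star chemiluminescent phosphatase substrate, 30 µM final | Dosing: 20 µM single dose | Times: Enzyme reaction for 30 min at room temperature | Detection: Luminescence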
# PPARg SRC-3 ag: agonists of human PPARgamma SRC-3 coactivator recruitment. AID 731. biochemical PPARgamma/SRC-3 coactivator recruitment assay. activation, % at 8 µM. 200,000 tested, 0.26% active. P37231; in the data active = activation above about 23%;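 note: 0% = DMSO and 100% = reference agonist; some compounds past the cut are filed as inactive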
# TNAP act hi DEA: TNAP (human) activation, high acceptor; P05186; purified TNAP, CDP-star luminescence, 1 M DEA, 30 min; active compounds read high; 0 = EDTA background, 1 = DMSO-only activity; activation factor at 20 µM; 200,000 tested, under 10 active;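 active = activation factor at least 2 at 20 µM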
# Target sequence (P05186 whole entry, looked up): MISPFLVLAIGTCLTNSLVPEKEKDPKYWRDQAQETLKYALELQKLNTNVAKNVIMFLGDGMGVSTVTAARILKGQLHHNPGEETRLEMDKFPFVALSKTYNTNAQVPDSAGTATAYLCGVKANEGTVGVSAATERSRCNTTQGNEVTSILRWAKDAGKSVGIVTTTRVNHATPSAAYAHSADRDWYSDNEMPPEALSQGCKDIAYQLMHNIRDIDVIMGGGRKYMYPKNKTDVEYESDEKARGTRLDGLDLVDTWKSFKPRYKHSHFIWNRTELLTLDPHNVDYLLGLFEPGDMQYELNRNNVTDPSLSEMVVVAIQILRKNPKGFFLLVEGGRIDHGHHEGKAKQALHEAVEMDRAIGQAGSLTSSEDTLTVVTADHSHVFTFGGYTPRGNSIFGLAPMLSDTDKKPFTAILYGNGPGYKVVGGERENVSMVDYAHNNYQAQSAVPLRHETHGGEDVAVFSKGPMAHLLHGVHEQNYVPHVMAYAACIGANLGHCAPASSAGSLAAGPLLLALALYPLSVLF
#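 Measured by: Luminescent substrate turnover signal | Test system: Human TNAP | Input: TNAP 1/800 final | Dosing: 20 µM single point | Schedule: 30 min, room temperature | Controls: EDTA wells as negative control, DMSO wells as positive control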
# STAT1 blocker: STAT1 signaling inhibition; 200,000 tested, 0.35% active; NIH 3T3 STAT1-luciferase reporter, IFN-gamma, luminescence; inhibition, % at 5.5 µM; AID 920;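 active = inhibition above a set limit, the mean inhibition across all tested compounds plus 3 SD, cut at about 34% in these data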;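 note: 0% = IFN-gamma with DMSO and 100% = IFN-gamma with 300 µM nifuroxazide; values of inactives mirror those of a sister screen read the other way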
# PPARg SRC-2 ag: promotes SRC-2 coactivator recruitment by human PPARgamma; activation, % at 8 µM; PPARgamma LBD-SRC-2 recruitment, biochemical; P37231; 200,000 tested, 0.34% active; in the data active = activation above about 22%;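 note: 0% = vehicle and 100% = reference agonist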
# PPARg SRC1 recr: agonists of human PPARgamma SRC-1 coactivator recruitment; AID 631; PPARgamma-SRC-1 coactivator recruitment biochemical assay; P37231; 200,000 tested, 0.41% active; activation, % at 8 µM; in the data active = activation above about 19%;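 note: 0% = DMSO and 100% = reference agonist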
# STAT3 blocker: reduces IL-6 driven STAT3 reporter signal; U3A cells, IL-6 STAT3-luciferase reporter, luminescence; host cell line lacks STAT1; inhibition, % at 5.5 µM; 190,000 tested, 0.89% active;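 active = inhibition above the mean inhibition across all screened compounds plus 3 SD, cut at about 44% in these data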;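 note: 0% = DMSO only wells and 100% = 100 µM nifuroxazide control wells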
# bIAP activator: increases bovine intestinal alkaline phosphatase activity; purified bovine IAP, CDP-star luminescence, 30 min; active compounds read high; fold of DMSO-control signal, blank-subtracted; activation factor at 20 µM; 200,000 tested, 0.17% active; AID 1016;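 active = activation factor of 2 or more at 20 µM, a signal rise over negative controls twice the positive control's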
# STAT3 activator: STAT3 signaling activation; U3A cells, IL-6 STAT3-luciferase reporter, luminescence; 100% = signal with IL-6 EC80 alone; activation (% of control), % at 5.6 µM; 190,000 tested, 0.91% active; AID 871;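 active = activation above the screen-wide mean of compound activation plus 3 SD, cut at about 130% in these data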;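 note: 0% = background luminescence of wells with medium and substrate only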
#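 System – human U3A cells carrying STAT3-luciferase construct · Probe or stimulus – Interleukin-6, 33 ng/mL · Schedule – compound 1 h, then IL-6 6 h at 37 °C · Signal – luminescence from STAT3-driven luciferase reporter · Evaluation – percent of IL-6-only median luminescence · Benchmarks – IL-6-only high control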
# ROMK primary: modulates human ROMK potassium channel activity | P48048 | Tet-inducible ROMK, thallium flux fluorescence; actives lie on both sides | B-score at 10 µM | 130,000 tested, 2% active;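 active = signal ratio slope over the read window, or its plate-corrected B-score, at least 3 SD from the plate mean, either direction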;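 note: B-score of the F/F0 ratio slope over 7 to 12 s after thallium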
# Target sequence (P48048 whole entry, looked up): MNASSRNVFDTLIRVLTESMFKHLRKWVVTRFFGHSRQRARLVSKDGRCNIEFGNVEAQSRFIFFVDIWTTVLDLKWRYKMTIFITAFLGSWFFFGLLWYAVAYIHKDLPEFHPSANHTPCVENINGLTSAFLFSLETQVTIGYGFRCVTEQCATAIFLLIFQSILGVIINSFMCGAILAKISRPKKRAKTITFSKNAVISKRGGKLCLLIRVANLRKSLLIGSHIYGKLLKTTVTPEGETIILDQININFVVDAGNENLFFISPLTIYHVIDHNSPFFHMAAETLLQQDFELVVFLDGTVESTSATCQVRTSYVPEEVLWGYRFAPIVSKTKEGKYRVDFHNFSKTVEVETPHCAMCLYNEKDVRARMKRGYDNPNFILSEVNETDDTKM
# TR-FRET SRC-2 ct: flags TR-FRET format artefacts in PPARgamma SRC-2 recruitment agonist screen | TR-FRET artefact counter-screen; active compounds read high | TR-FRET ratio at 8 µM | 200,000 tested, 0.4% active | AID 1049; in the data active = TR-FRET ratio above about 2000; note: inactives centre near 1500
# Active calls of the source: *; nt = no result given.
SMILES,bIAP inhibitor,PPARg SRC-3 ag,TNAP act hi DEA,STAT1 blocker,PPARg SRC-2 ag,PPARg SRC1 recr,STAT3 blocker,bIAP activator,STAT3 activator,ROMK primary,TR-FRET SRC-2 ct
CN(CCCNC(=O)c1ccc(N2CCCC2=O)cc1)c1ccccc1,8,17,1,1,-1,11,13,0.9,94,nt,1454
CCOC(=O)C1CCN(C(=O)COc2cccc(C)c2)CC1,7,0,1.1,10,10,4,1,0.9,102,-0.48,1681
O=c1c2ccccc2ncn1Cc1cccc2ccccc12,-8,4,1,-2,1,5,13,1.1,96,1.4,1426
COCCNC(=O)c1cc2c(=O)n3cccc(C)c3nc2n(Cc2ccncc2)c1=N,0,0,1,8,4,7,9,1,96,nt,1606
CC(=O)c1cc(C#N)c(Oc2cc(C)cc(C)c2)nc1C,8,3,1,-2,-2,4,1,0.9,99,nt,1550
CCN1C(=O)c2ccc(-c3nc4ccccc4c(=O)o3)cc2C1=O,8,3,1.1,-4,10,0,nt,0.9,nt,nt,1425
CCOC(=O)N1CCC(NC(=O)c2cc(C(=O)Nc3ccc(F)cc3F)ccc2CO)CC1,7,-6,1.1,5,4,8,11,0.9,95,nt,1767
Cc1ccc(S(=O)(=O)N2CCCCC2C(=O)N2CCN(c3ccccc3F)CC2)cc1 (centres undefined),-2,0,1,11,1,2,-8,1,106,0.0055,1472
O=C(Cc1ccc(Cl)cc1)Nc1ccccc1C(=O)Nc1ccc(C(=O)O)cc1,2,4,1.1,-12,1,-1,5,1,98,-1.4,1672
COc1ccc(/C=C/C(=O)c2ccccc2)c(OC)c1,17,0,1,-51,-3,1,-1,0.8,104,-0.063,1349
O=C(NCCN1CCc2ccccc2C1)C1CC(=O)N(C2CCCC2)C1 (centres undefined),-8,-9,1.1,-4,6,-2,4,1.1,100,nt,1501
Cc1ccc(S(=O)(=O)/N=S(/C)c2ccccc2)cc1 (centres undefined),3,-1,1.1,4,2,8,5,1,99,nt,1707
Cc1nnc(NC(=O)C2CCCN(S(=O)(=O)Cc3ccccc3)C2)s1 (centres undefined),2,12,1.1,2,13,3,14,1,94,0.92,1363
O=C(Nc1nc(-c2ccc(Cl)cc2Cl)cs1)C1CCCO1 (centres undefined),-16,0,1,-3,-1,6,5,1.2,94,-0.36,1565
Cc1nc(C(C)NC(=O)CCc2nnc(Cc3c[nH]c4ccccc34)o2)cs1 (centres undefined),-9,1,1,14,-1,6,0,1.1,102,-0.52,1451
CC(C)(C)NC(=O)c1cccc2c1OC(C)(C)C2,4,-4,1,1,10,4,-4,1,102,0.59,1459
C=CCNC(=O)c1ccc(C(=O)c2ccccc2)cc1,6,-2,1,-1,2,-7,9,0.9,98,-1.1,1699
CCCOc1cc(C)c(S(=O)(=O)n2ccc(C)n2)cc1C,1,-1,1.1,-8,-8,0,17,1,90,0.015,1404
CCOC(=O)C1C(c2ccc(C)o2)NC(=O)NC1(O)C(F)(F)F (centres undefined),4,2,1,14,2,15,9,1,95,1.4,1558
CCC(C(=O)NC1CCCCC1)n1c(SCc2ccc(F)cc2)nc2ccncc21 (centres undefined),12,5,1,6,7,5,7,0.9,94,0.37,1584
CS(=O)(=O)N1CCC(C(=O)Nc2ccc(Br)cc2F)CC1,6,10,1,7,3,1,-1,0.9,104,0.65,1489
C=CCN1C(=O)C(C)S/C1=N\S(=O)(=O)c1ccc(Cl)cc1 (centres undefined),7,-1,1.1,-2,4,0,3,0.9,96,0.41,1672
CNC(=O)c1csc(-c2ccc(C)cc2)n1,8,0,1.1,-16,5,-1,15,0.9,92,nt,1546
CC(C)C(C)NC(=O)COc1ccc(S(=O)(=O)N2CCOCC2)cc1[N+](=O)[O-] (centres undefined),8,0,1,-3,-8,-10,-10,0.9,106,-0.017,1407
COc1ccccc1Oc1ccc(N/C=C/C(=O)c2ccc(C)o2)cc1,-1,3,1,-35,10,-1,11,1,99,-0.75,1455
COc1ccc(NC(=O)N[C@@H](CCSC)C(=O)O)cc1Cl,7,0,1.1,7,-8,-3,-5,0.9,109,nt,1581
COc1ccccc1C(=O)Nc1ccc2c(c1)nc1n2CCN(Cc2ccccc2)C1,-11,1,1,-2,1,3,26,1.1,83,0.59,1638
CCCOc1ccc(C(=O)C(CCC(CNCC)C(=O)c2ccc(OCCC)cc2)CNCC)cc1 (centres undefined),-23,0,1,-6,-7,0,-3,1.2,103,nt,1328
CCOC(=O)c1c(C)oc2ccc(NS(=O)(=O)c3cccs3)cc12,12,-9,1,-3,5,-2,7,0.9,99,0.52,1283
O=c1c2c(nc3nc(COc4ccccc4)[nH]n13)CCC2,2,-3,1,-3,1,5,1,1,101,0.12,1541
Cc1ccc(C(=O)N2N=C3c4ccccc4S(=O)(=O)N3[C@H]2N(C)C)cc1,-10,2,1.1,-2,1,3,-4,1.1,105,0.32,1554
CC(=O)NNc1ncnc2c1cnn2-c1ccc(C)c(Cl)c1,-14,2,1.1,-12,-5,12,6,1.1,102,0.65,1359
Brc1cc2[nH]cnc2c2ccccc12,7,6,1,30,10,6,-34,0.9,130,nt,1607
COC(=O)c1ccc(CNC(=O)CSC2=NCCS2)cc1,10,1,1,6,5,1,-2,0.9,109,0.076,1620
Brc1cc(Br)c2nc(-c3cccs3)ccc2c1,nt,52*,1.1,-7,45*,23*,-48,0.2,145*,0.96,2365*
O=[N+]([O-])c1ccccc1N/N=C/c1c[nH]c2ccccc12,14,9,0.8,-57,6,12,-118,0.9,203*,nt,1807
c1ccc(-c2nc(NCc3ccco3)c3ccccc3n2)nc1,-12,-5,1.1,4,-1,-7,3,1.1,100,nt,1337
COc1cc(OC)cc(C(=O)NC(=S)Nc2ccc(Cl)c(C(=O)O)c2)c1,-8,7,1.1,-1,0,2,16,1.1,96,nt,1669
Cc1ccc(-n2c(SCC(N)=O)nc3c([nH]c4ccccc43)c2=O)cc1,16,5,1.1,-5,16,12,-2,0.8,102,nt,1698
COCCNC(=O)Cn1cnc2sc(C)c(S(=O)(=O)N3CCC(C)CC3)c2c1=O,2,9,1,-10,4,11,3,1,100,0.21,1468

# Looked up by structure from the list above:
SMILES,bIAP inhibitor,PPARg SRC-3 ag,TNAP act hi DEA,STAT1 blocker,PPARg SRC-2 ag,PPARg SRC1 recr,STAT3 blocker,bIAP activator,STAT3 activator,ROMK primary,TR-FRET SRC-2 ct
O=[N+]([O-])c1ccccc1N/N=C/c1c[nH]c2ccccc12,14,9,0.8,-57,6,12,-118,0.9,203*,nt,1807
Brc1cc2[nH]cnc2c2ccccc12,7,6,1,30,10,6,-34,0.9,130,nt,1607
CC(=O)NNc1ncnc2c1cnn2-c1ccc(C)c(Cl)c1,-14,2,1.1,-12,-5,12,6,1.1,102,0.65,1359
Cc1ccc(-n2c(SCC(N)=O)nc3c([nH]c4ccccc43)c2=O)cc1,16,5,1.1,-5,16,12,-2,0.8,102,nt,1698
Cc1ccc(C(=O)N2N=C3c4ccccc4S(=O)(=O)N3[C@H]2N(C)C)cc1,-10,2,1.1,-2,1,3,-4,1.1,105,0.32,1554

# More results:
SMILES,bIAP inhibitor,PPARg SRC-3 ag,TNAP act hi DEA,STAT1 blocker,PPARg SRC-2 ag,PPARg SRC1 recr,STAT3 blocker,bIAP activator,STAT3 activator,ROMK primary,TR-FRET SRC-2 ct
Cc1ccc(NC(=O)N2CCC(NC(=O)C(C)(C)C)CC2)cc1,-4,4,1,3,-1,-6,-2,1,103,nt,1501
O=C(CN1CC(=O)Nc2ccccc21)NCCc1ccc(Cl)cc1Cl,5,-2,1,-6,-1,2,0,0.9,108,-2,1587
O=C1CC(N2CCC(c3nc4ccccc4[nH]3)CC2)C(=O)N1Cc1ccccc1 (centres undefined),-10,-4,1,0,3,4,-1,1.1,103,-0.76,1550
O=C(C1=C[C@H](C2CC2)C[C@H](OCc2ccc(CO)cc2)O1)N1CCOCC1,-3,0,1.1,-1,1,0,nt,1,nt,nt,1575
CC(=O)N1CCN=C1SCc1c(F)cccc1Cl,10,5,1,4,0,8,-2,0.9,106,nt,1564
COc1ccc(-c2[nH]c(-c3ccc(F)cc3)nc2SCC(=O)NC2CCCC2)cc1,-12,5,1,-1,-3,0,-5,1.1,104,-1.3,1722
O=C(O)CC1S/C(=N/N=C/c2ccc(-c3ccc(Cl)cc3[N+](=O)[O-])o2)NC1=O (centres undefined),5,0,1,-6,3,-2,-13,0.9,111,-0.19,1606
CC1=CC(C)(C)N(C(=O)CN2C(=O)CCC2=O)c2ccc(C)cc21,-6,1,1,5,-1,10,6,1.1,99,-0.089,1791
COc1cc(OC)c(OC)cc1/C=N/NC(=O)CC1C(=O)NN=C1C (centres undefined),13,-3,1,-1,2,0,2,0.9,103,nt,1580
O=C(C1CCCN(S(=O)(=O)c2ccccc2[N+](=O)[O-])C1)N1CCCC1 (centres undefined),5,3,1,-2,1,7,3,0.9,97,nt,1719
NC(=O)C1CCN(C(=O)Cn2cccc2C(=O)c2ccccc2)CC1,5,-4,1.1,-5,2,3,3,0.9,95,-0.37,1398
Cc1cc(C(=O)CSc2nnnn2-c2ccc(O)cc2)c(C)n1Cc1ccc2c(c1)OCO2,7,3,1.1,3,4,5,-2,0.9,105,nt,1670
O=C(NN=C1CCN(Cc2ccccc2)CC1)c1cc(Br)ccc1O,1,6,1,11,5,1,4,1,104,0.019,1722
c1ccc2c(c1)OCC(c1nn3c(Cn4nnc5ccccc54)nnc3s1)O2 (centres undefined),5,-4,1,4,-7,-5,4,0.9,98,nt,1441
COc1cc(C(=O)Nc2nc(-c3ccc(C)cc3)cs2)ccc1OCC(=O)N1CCOCC1,1,3,1.1,10,14,7,5,1,96,nt,1519
CNC(=O)CSc1nnc(-c2ccco2)n1-c1ccccc1OC,33,-8,1,1,-2,-5,4,0.7,103,0.15,1314
CCCNc1nc(OC(C(F)(F)F)C(F)(F)F)nc(OC(C(F)(F)F)C(F)(F)F)n1,15,-13,1,-11,3,3,-2,0.9,103,nt,1536
Cc1ccc2c(ccc[n+]2CC(=O)c2ccccc2)c1,-17,1,1,2,0,2,-5,1.2,103,nt,1526
Cc1ccc(C(=O)NN2C(=O)C3C(C2=O)C2C=CC3C23CC3)cc1 (centres undefined),3,3,1.1,-1,0,3,8,1,102,0.28,1429
Cc1csc(N(C)C(=O)CSc2nnc(COc3ccccc3C)o2)n1,-4,-3,1.1,3,1,-1,-1,1,99,-0.69,1645
O=C1NC(=S)S/C1=C/c1ccc(Oc2cnccn2)cc1,39,2,1,-4,5,10,1,0.6,101,-3.2,1605
